Assay outcomes: PubChem BioAssay, National Center for Advancing Translational Sciences (NCATS)
APEX1 inh = inhibitors of human APE1 endonuclease | P27695 | recombinant APE1, TAMRA/BHQ-2 abasic DNA cleavage fluorescence | Potency, µM (top dose mostly 65.8 µM), without a hit: top-dose activity change, negative = inhibition, actives largely listed as inhibitors | actives 0.35% (n = 350,000) | AID 2517;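 further: plate controls were vehicle for no effect and reference inhibitor for full effect; nearly all actives have a fitted effect of over 55% in size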
Target sequence (P27695 whole entry, looked up): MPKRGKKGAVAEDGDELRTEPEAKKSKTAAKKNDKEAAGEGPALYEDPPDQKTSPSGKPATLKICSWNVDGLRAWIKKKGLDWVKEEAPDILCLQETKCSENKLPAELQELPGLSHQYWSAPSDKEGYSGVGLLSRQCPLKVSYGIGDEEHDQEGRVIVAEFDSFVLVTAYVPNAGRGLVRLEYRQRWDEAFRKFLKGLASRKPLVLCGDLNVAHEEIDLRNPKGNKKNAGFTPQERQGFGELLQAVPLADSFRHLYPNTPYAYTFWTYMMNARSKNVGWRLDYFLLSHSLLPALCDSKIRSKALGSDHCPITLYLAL
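Substrate: short duplex with […] THF abasic site, 5'-TAMRA and 3'-BHQ-2, 50 nM final. APE1 at 0.75 nM, preincubated 15 min RT with compound. Fluorescence increase from first to third read measured activity.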
Apoferritin bind = binds horse apoferritin like a general anesthetic; apoferritin/1-aminoanthracene competitive binding, fluorescence; Potency, µM (top dose mostly 77.5 µM), without a hit: top-dose activity change, negative = displacement, hits mostly inhibitors; actives 0.074% (n = 350,000); further: on the % scale 0 is the no-effect control and ±100 the full control effect; nearly all actives have a fitted effect of over 20% in size
Target sequence (P02791 2-175 limits assumed): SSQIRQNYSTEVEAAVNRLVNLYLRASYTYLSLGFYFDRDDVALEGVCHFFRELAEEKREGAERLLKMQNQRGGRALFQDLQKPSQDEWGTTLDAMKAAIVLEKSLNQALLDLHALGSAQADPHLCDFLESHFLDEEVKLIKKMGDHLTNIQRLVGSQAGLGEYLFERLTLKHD
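10 uM apoferritin + 50% sat. 1-AMA, PBS; cpd 10 min RT; Ex380/Em535 endpoint; normalized to free probe vs complex; 4-param Hill fit; propofol titration as pos. ctrl.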
POLH inh = inhibitors of human DNA polymerase eta; recombinant Pol eta, fluorescent DNA replication assay; Potency, µM (top dose mostly 114 µM), without a hit: top-dose activity change, negative = inhibition, usual class: inhibitors; actives 1.2% (n = 390,000); further: on the % scale 0 is the no-effect control and ±100 the full control effect
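Pol eta (10 nM) was preincubated with compounds for 15 min at room temperature, after which fluorescent replication substrate (50 nM final) was added to start the reaction. Fluorescence was read kinetically at 0 and 10 min.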
Pol iota inh = inhibitors of human DNA polymerase iota; Pol iota fluorescent replication assay, 10 min; Potency, µM (doses to about 115 µM), for inactives: at the top dose activity, negative = inhibition, usual class: inhibitors; actives 1% (n = 390,000)
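Pol iota at 10 nM preincubated 15 min with compounds at room temperature; reaction started with fluorescent substrate, 50 nM final. Fluorescence read kinetically at 0 and 10 min; buffer-only wells as negative control.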
POLK inh = inhibitors of human DNA polymerase kappa | purified Pol kappa, fluorescent DNA synthesis assay, 10 min | Potency, µM (titrated, usually from 107 µM), without a hit: at the highest dose activity, negative = inhibition, most hits filed as inhibitors | actives 0.53% (n = 400,000) | AID 588579; further: on the % scale 0 is the no-effect control and ±100 the full control effect
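10 nM Pol kappa was preincubated with compounds for 15 min at room temperature. Reaction started with 50 nM (final) substrate. Fluorescence read kinetically at 0 and 10 min.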
BAZ2B inh = inhibitors of human BAZ2B bromodomain. Potency, µM (series often up to 114 µM), for the others: at the top dose activity change, negative = inhibition, usual class: inhibitors. AlphaScreen BAZ2B-H3K14Ac peptide displacement. actives 4.4% (n = 360,000). Q9UIF8. AID 504333; further: on the % scale 0 is the no-effect control and ±100 the full control effect; nearly all actives have a fitted effect of over 60% in size
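Complex of BAZ2B and biotin-H3K14Ac (50 nM apiece) forms over 30 min at RT, then faces library compounds up to 110 uM for another 30 min; AlphaScreen beads added, 20 min dark incubation, luminescence read.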
POLB inh = inhibitors of human DNA polymerase beta; P06746; actives 1.3% (n = 340,000); Potency, µM (highest dose often 114 µM), for inactives: at the highest dose activity change, negative = inhibition, hits mostly inhibitors; Pol beta primer extension/strand displacement, fluorescence kinetic; AID 485314; further: on the % scale 0 is the no-effect control and ±100 the full control effect
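Pol beta (10 nM) and compounds were preincubated 15 min at room temperature, then 50 nM substrate (final) started primer extension/strand displacement. Reads were taken at 0 and 10 min; concentration-response data were fitted to a four-parameter Hill equation.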
BLM inh = Bloom syndrome helicase (human) inhibition | P54132 | recombinant BLM DNA unwinding, fluorescence dequenching | Potency, µM (doses to about 56.1 µM), without a hit: top-dose activity change, negative = inhibition, most hits filed as inhibitors | actives 0.2% (n = 350,000);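 further: plate controls were vehicle for no effect and no enzyme for full effect; nearly all actives have a fitted effect of over 35% in size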
G9a inh = inhibitors of human histone lysine methyltransferase G9a. Q96KQ7. G9a H3K9 monomethylation, AlphaScreen, 2 h. Potency, µM (doses to about 102 µM), for the others: top-dose activity, negative = inhibition, usual class: inhibitors. actives 8.8% (n = 350,000). AID 504332; further: on the % scale 0 is the no-effect control and ±100 the full control effect; nearly all actives have a fitted effect of over 75% in size
Target sequence (Q96KQ7 913-1193 limits assumed): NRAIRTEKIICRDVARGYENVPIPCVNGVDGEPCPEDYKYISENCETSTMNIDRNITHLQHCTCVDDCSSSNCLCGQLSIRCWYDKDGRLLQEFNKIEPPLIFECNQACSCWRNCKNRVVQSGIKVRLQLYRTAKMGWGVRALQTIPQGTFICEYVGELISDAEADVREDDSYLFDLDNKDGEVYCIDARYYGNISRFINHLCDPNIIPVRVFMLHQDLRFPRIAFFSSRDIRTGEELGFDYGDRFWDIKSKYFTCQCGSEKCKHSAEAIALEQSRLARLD
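Enzyme 20 nM + cpd, 15 min RT; add b-H3K9 pep 500 nM / SAM 20 uM; 2 h RT; anti-H3K9me1 Ab 0.5 ug/mL + SA donor / anti-rabbit acceptor beads 20 ug/mL each, 10 min; AlphaScreen read.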
* = called active by the depositor; ? = inconclusive; / = no result given; [ ] = remark or other dose. The call rests on the fitted dose curve; in most records, active means well fitted curve in the direction sought with a large enough effect; inconclusive means small, poorly fitted or top-dose-only effect, or another doubt; inactive means no such curve, though single readings can be large; an effect the other way counts as inactive or inconclusive. Potency means the concentration at half of the fitted maximal effect. These rows are one share of the data; rates above refer to the full screens.

no.	canonical_smiles	APEX1 inh	Apoferritin bind	POLH inh	Pol iota inh	POLK inh	BAZ2B inh	POLB inh	BLM inh	G9a inh
1	CCOc1ccc(S(=O)(=O)NC(=O)c2ccccc2)cc1	0.9%	-3.3%	-4.0%	-23.6%	1.0%	-0.9%	105.4%	-0.1%	69.5%[activator]
2	O=C(O)COc1ccc2nsnc2c1Cl	1.2%	249.3%[activator]	-11.0%	9.9%	-4.6%	/	23.3%	-0.3%	-8.7%[59 µM]
3	C=CCN(c1ccc(C(=O)Nc2ccc3c(c2)n(C)c(=O)n3C)cc1)S(C)(=O)=O	0.1%	-11.8%	-26.6%	124.3%[activator]	-1.5%	?	3.4%	-4.9%	/
4	CC1=C(C(=O)OCc2ccc(C)cc2)C(c2c(Cl)cccc2Cl)CC(=O)N1 (configuration not stated)	/	-14.0%	-15.6%	34.4%[activator]	2.4%	-0.7%	1.9%	-0.2%	7.2%[59 µM]
5	O=C(Cn1nc(-c2ccco2)ccc1=O)Nc1ccc(Cl)c(Cl)c1	4.9%[12.4 µM]	?	-16.0%	5.6%	-10.6%	-18.7%	-18.3%	-3.7%	?
6	Cc1oc2ncn(C)c(=O)c2c1C(=O)NCc1ccccc1	/	-10.7%	-8.9%	2.9%	-10.9%	6.7%[57.1 µM]	0.5%	-0.8%	-6.9%[59 µM]
7	S=c1[nH]nc(COc2ccccc2)n1/N=C/c1cccs1	6.0%	-9.0%	-16.2%	3.0%	-2.0%	-29.4%	?	-4.8%	1.41µM*
8	O=C(CS(=O)(=O)c1ccc(F)cc1)Nc1nccs1	8.0%	/	-17.8%	-10.6%	-0.8%	?	/	/	?
9	O=C(CCc1nc2ccccc2c(=O)[nH]1)OCCOc1ccc(Cl)cc1	?	-2.5%	-20.0%	30.2%[activator]	-0.3%	-32.2%	7.1%	-10.6%	-16.1%
10	COc1ccc(NC(=O)NC2CCCCC2C)cc1 (configuration not stated)	-0.7%	8.2%	-11.4%	9.1%	-1.9%	-19.8%	-24.0%	-1.2%	2.1%
11	Cc1cc(C)nc(NS(=O)(=O)c2ccc(NC(=O)CSc3nc4ccccc4[nH]3)cc2)n1	-2.6%	7.8%	-12.7%	5.3%	1.5%	-25.3%	20.9%	-7.5%	?
12	CCOc1ccccc1NC(=O)CCNS(=O)(=O)c1ccc2[nH]c(=O)oc2c1	1.6%	-4.8%	-1.0%	-7.4%	-41.6%	-23.7%	?	0.7%	?
13	COc1ccc(NS(=O)(=O)c2ccc3c(c2)CC(C)N3C(=O)C2CCC2)cc1OC (configuration not stated)	/	?	-17.6%	-10.3%	-5.6%[60.1 µM]	6.2%	-0.8%	-1.5%	-29.6%[59 µM]
14	O=S(=O)(NCC1OCCc2ccccc21)c1ccc(S(=O)(=O)N2CCOCC2)cc1 (configuration not stated)	-7.3%	?	-2.6%	-1.4%	-8.2%	-9.3%	52.2%	-1.4%	-6.0%[59 µM]
15	Cc1[nH]c(=S)sc1Cc1ccc(Cl)c(Cl)c1	?	?	/	/	/	-35.2%	13.3%	-2.0%	?
16	O=C(COC(=O)c1ccccc1)Nc1cccc(S(=O)(=O)N2CCOCC2)c1	14.7%	1.4%	-11.4%	13.4%	14.2%	-6.6%	29.8%	-2.6%	2.5%
17	CN(Cc1cnn(C)c1)C(=O)C1CCC(=O)N(Cc2cccc(C(F)(F)F)c2)C1 (configuration not stated)	-8.8%	-9.2%	-3.4%	5.9%	-8.6%	2.2%	20.3%	-6.5%	23.6%
18	COc1ccc(-n2c(/C=C3\C(=O)N(C)c4ccccc43)nc3ccccc3c2=O)cc1	0.8%	0.4%	-1.0%	49.2%[activator]	-3.1%	?	-18.1%	0.1%	11.7%[12.7 µM]
19	CCn1c(C(=O)Nc2ccsc2C(=O)OC)cc2sc(Cl)cc21	-3.6%	-1.2%	6.0%	-4.6%	9.3%	19.9%	11.3%	-3.2%	-4.8%
20	O=C(O)C1CCCCC1C(=O)Nc1ccc(Cl)cc1 (configuration not stated)	-0.9%	-17.5%	-13.4%	17.0%	-4.1%	11.1%	?	2.7%	2.0%[59 µM]
21	COc1cc(NC(=O)C(C)C)ccc1NC(=O)c1ccco1	-7.0%	-13.4%	-3.6%	11.0%	-10.4%	11.0%	0.2%	-3.6%	7.1%
22	COc1ccccc1N1C(=O)CC(Sc2nc(C)cc(C)n2)C1=O (configuration not stated)	-0.1%	0.4%	7.9%	4.3%	3.7%[60.1 µM]	2.3%	-15.6%	-1.5%	-6.2%[59 µM]
23	CCN1CCN(Cc2ccc(NC(=O)Nc3ccccc3Cl)cc2)CC1	2.0%	-10.3%	-3.1%	3.2%	-15.3%	5.7%	5.2%	-10.6%	-7.1%
24	CCOC(=O)c1[nH]c(C)c(CCC(=O)N2CCN(c3cc(Cl)ccc3C)CC2)c1C	/	72.7%[activator]	-9.5%	-13.2%	-5.9%[60.1 µM]	?	12.5%	-8.3%	-30.7%[59 µM]
25	O=C(CSc1ccc(-c2ccc(Br)cc2)nn1)NC1CCCC1	5.0%	-5.8%	-16.8%	15.0%	-17.9%	-2.1%	16.0%	-4.9%	/
26	CCOC(=O)c1c(NC(=O)COC(=O)CCOc2ccc(C)cc2)sc(C(=O)N(C)C)c1C	-19.9%	/	-13.7%	23.0%	-6.8%	2.6%	/	/	26.0%[2.33 µM]
27	COc1ccc(CNCCC(c2ccc(OC(C)C)cc2)c2ccccc2OC)cc1OC (configuration not stated)	4.0%	-10.4%	-23.0%	147.7%[activator]	-6.0%	-22.7%	22.8%	1.2%	-6.4%[2.33 µM]
28	Cc1ccc(S(=O)(=O)/C(C#N)=C/c2c(N3CCN(Cc4ccccc4)CC3)nc3ccccn3c2=O)cc1	-7.8%	-15.2%	-14.0%	-24.3%	-3.6%	?	38.2%	-7.9%	-8.9%[0.0925 µM]
29	Cc1ccc(S(=O)(=O)N2CCOCC2)cc1C(=O)N1CCN(S(=O)(=O)c2cccc(F)c2)CC1	-7.5%	/	-9.6%	4.9%	9.7%	12.1%	/	/	-9.0%[12.7 µM]
30	COc1ccccc1C(=O)Nc1ccc(OCc2cc(=O)n3ccsc3n2)cc1	/	-2.6%	-17.3%	26.9%	-1.4%	-3.3%	1.7%	1.2%	6.2%[59 µM]
31	COc1ccc(NC(=O)COC(=O)C2CCN(S(=O)(=O)c3cccs3)CC2)cc1	-4.6%	-21.2%	-7.5%	54.0%[activator]	18.3%	3.8%	-20.0%	-8.9%	-39.1%
32	CCC1(c2ccccc2)NC(=O)N(CC(=O)Nc2nnc(C3CC3)s2)C1=O (configuration not stated)	33.0%	-14.3%	-11.2%	-3.0%	-8.1%	-1.8%	48.7%	-2.5%	33.2%[activator]
33	CC(C)(NO)/C(=N/O)c1cccs1	5.1%	-17.7%	-5.2%	-8.1%	-6.6%	44.7µM*	3.1%	-1.0%	7.08µM*
34	COc1cc(/C=N/NC2=NS(=O)(=O)c3ccccc32)cc(OC)c1OC	5.5%	-8.1%	-18.0%	138.8%[activator]	-2.9%	-15.1%	-10.8%	-2.0%	2.6%
35	COc1cccc(NC(=O)CSC2=Nc3ccccc3C3=NC(CCC(=O)NCc4ccco4)C(=O)N23)c1 (configuration not stated)	/	-13.3%	-17.0%	6.1%	-3.9%[60.1 µM]	-21.4%	42.0%[activator]	0.9%	7.4%[59 µM]
36	Cc1c(NC(=O)CC(C)C)cccc1-c1nc2cccnc2s1	/	-2.2%	-8.5%	2.0%	-6.0%	?	-12.3%	-3.6%	-17.2%[59 µM]
37	CCOC(=O)c1c(C)c(C(=O)NC2CCCCCC2)c(C)n1C	-3.5%	-14.5%	-11.3%	15.5%	-3.5%	2.9%	9.3%	-1.6%	10.0%[12.7 µM]
38	CCCOc1ccc(N2C(=O)CC(N3CCN(c4ccc([N+](=O)[O-])cc4)CC3)C2=O)cc1 (configuration not stated)	12.8%	-20.3%	-28.1%	31.1%[activator]	-7.3%	-3.5%	4.1%	-2.4%	/
39	COc1ccc(NC(=O)C2CC2)cc1S(=O)(=O)N1CCOCC1	22.4%	/	-13.1%	-22.0%	1.0%	-5.6%	/	/	16.2%[12.7 µM]
40	S=c1[nH]c2cc(Cl)ccc2s1	8.4%	-13.7%	-6.7%	13.1%	-5.8%	-1.2%[57.1 µM]	12.5%	-2.6%	1.78µM*
41	COc1ccc(-n2ccn(CC(=O)NCc3ccc(C)cc3)c(=O)c2=O)cc1OC	/	-1.7%	-1.1%	-21.5%	-26.7%	3.1%	1.7%	-21.9%	-31.3%[59 µM]
42	O=C(c1ccc2ccccc2c1)N1CCN(c2ccccn2)CC1	9.1%	-11.6%	-3.9%	138.4%[activator]	-9.9%	-24.7%	?	-5.0%	6.2%
43	COC(=O)C1Cc2ccccc2CN1S(=O)(=O)c1ccc(C)cc1 (configuration not stated)	35.7%	-9.3%	-20.8%	76.6%[activator]	-6.4%	0.8%[0.457 µM]	-11.3%	-6.0%	47.9%[59 µM]

Gathered by group: the compounds so far with an aryl thioether with sulfur outside any ring.
no.	canonical_smiles	APEX1 inh	Apoferritin bind	POLH inh	Pol iota inh	POLK inh	BAZ2B inh	POLB inh	BLM inh	G9a inh
11	Cc1cc(C)nc(NS(=O)(=O)c2ccc(NC(=O)CSc3nc4ccccc4[nH]3)cc2)n1	-2.6%	7.8%	-12.7%	5.3%	1.5%	-25.3%	20.9%	-7.5%	?
22	COc1ccccc1N1C(=O)CC(Sc2nc(C)cc(C)n2)C1=O (configuration not stated)	-0.1%	0.4%	7.9%	4.3%	3.7%[60.1 µM]	2.3%	-15.6%	-1.5%	-6.2%[59 µM]
25	O=C(CSc1ccc(-c2ccc(Br)cc2)nn1)NC1CCCC1	5.0%	-5.8%	-16.8%	15.0%	-17.9%	-2.1%	16.0%	-4.9%	/
